From PubChem BioAssay
IMPase Li inh: qHTS Assay for Identifying the Cell-Membrane Permeable IMPase Inhibitors: Potentiation with Lithium; CHO-M1 cells, IP1 TR-FRET (IP-One), carbachol + lithium; Potency, µM (doses to about 59.4 µM), inactives show at the top dose activity, negative = IMPase inhibition, usual class: inhibitors; actives 0.35% (n = 210,000);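 note: IP1 builds up when IMPase is blocked and the TR-FRET signal falls; potency is the fitted concentration of half-maximal effect; plate controls were basal vehicle for no effect and high inhibitor control for full effect; nearly all actives have a fitted effect of over 50% in size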
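Readout is a homogeneous TR-FRET IP1 immunoassay (Ex 320, Em 665 and 620), where raised cytosolic IP1 lowers signal. Cells were CHO-M1 treated 30 min at 37C with test compounds plus a little lithium; AC50 values came from Hill-equation fitting.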
NPSR antagonist: qHTS Assay for Antagonists of the Neuropeptide S Receptor: cAMP Signal Transduction | Q6W5P4 | CHO-NPSR cells, cAMP TR-FRET, antagonist mode | Potency, µM (top dose mostly 38.3 µM), for inactives: at the top dose activity change, negative = inhibition, hits mostly inhibitors | actives 1% (n = 220,000) | AID 1461, 2008; note: potency is the fitted concentration of half-maximal effect; % is set by controls: 0 for no effect and ±100 for the full control effect; nearly all actives have a fitted effect of over 50% in size; many of its hits are not listed in these tables
Target sequence (Q6W5P4 whole entry, looked up): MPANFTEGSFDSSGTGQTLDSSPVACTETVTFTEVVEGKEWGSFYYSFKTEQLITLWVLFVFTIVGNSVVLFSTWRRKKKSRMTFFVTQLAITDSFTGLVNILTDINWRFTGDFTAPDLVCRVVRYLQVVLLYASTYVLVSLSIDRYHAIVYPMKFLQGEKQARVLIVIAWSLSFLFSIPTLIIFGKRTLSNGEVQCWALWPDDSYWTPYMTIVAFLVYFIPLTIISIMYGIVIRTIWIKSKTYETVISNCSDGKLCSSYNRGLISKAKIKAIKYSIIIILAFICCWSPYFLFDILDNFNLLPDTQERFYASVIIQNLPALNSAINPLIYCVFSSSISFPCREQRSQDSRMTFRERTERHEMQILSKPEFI
Luc counter: Counterscreen for Luciferase (Kinase-Glo TM) Inhibition; actives 0.28% (n = 200,000); Kinase-Glo luciferase, ATP luminescence, 8 min; Luciferin 4-monooxygenase (Photuris pensylvanica), Q27757; Potency, µM (titrated, usually from 38.3 µM), inactives show at the top dose activity change, negative = inhibition, hits mostly inhibitors; note: potency is the fitted concentration of half-maximal effect; % is set by controls: 0 for no effect and ±100 for the full control effect; nearly all actives have a fitted effect of over 60% in size
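Substrate mix (final 50 mM imidazole pH 7.2, 50 mM KCl, 7 mM MgCl2, 10 uM ATP, 0.01% Tween 20, 0.05% BSA) plus pin-tool compound, then Kinase-Glo detection mix; 8 min ambient, luminescence read.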
Epigenetic derep: Quantitative High-Throughput Screen for Regulators of Epigenetic Control; murine LDR cells, GFP reporter derepression, 30 h; Potency, µM (highest dose often 53.9 µM), inactives show at the highest dose GFP activation, actives largely listed as activators; actives 0.2% (n = 280,000); AID 1865, 2009; note: potency is the fitted concentration of half-maximal effect; % of control where 0% means no effect; nearly all actives have a fitted effect of over 60% in size
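In this reporter-derepression format, murine cells bearing a silenced integrated CMV-GFP locus incubate with test compound (30 h, 37 C), then are washed and imaged; fluorescent objects of 20–120 um count as induced cells.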
HttQ103 aggreg: qHTS Multiplex Assay to Identify Dual Action Probes in a Cell Model of Huntington: Aggregate Formation (GFP); PC12 HttQ103-GFP aggregates, Acumen cytometry, 40 h; AID 1688, 2009; Potency, µM (series often up to 46.1 µM), for the others: at the highest dose activity change, negative = inhibition, most hits filed as inhibitors; actives 1.1% (n = 220,000); note: potency is the fitted concentration of half-maximal effect; % is set by controls: 0 for no effect and ±100 for the full control effect; nearly all actives have a fitted effect of over 60% in size
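Quantitative HTS on tebufenozide-induced (100 nM) PC12 cells stably expressing polyQ103 Huntingtin exon 1–GFP. Reduction of bright GFP aggregates, detected by laser scanning cytometry after lysis, identified actives across the titration.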
L3MBTL1 inh: qHTS Assay for the Inhibitors of L3MBTL1. Lethal(3)malignant brain tumor-like protein 1 (Homo sapiens), Q9Y468. AlphaScreen L3MBTL1–H3K9me1 peptide binding. Potency, µM (top dose mostly 57.1 µM), for the others: at the top dose activity, negative = inhibition, most hits filed as inhibitors. actives 0.66% (n = 230,000); note: potency is the fitted concentration of half-maximal effect; % is set by controls: 0 for no effect and ±100 for the full control effect; nearly all actives have a fitted effect of over 60% in size
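AlphaScreen proximity signal between nickel-chelate acceptor and streptavidin donor beads (final 10 ug/mL) reports binding of 50 nM L3MBTL1 to 75 nM biotin-H3 K9me1 peptide; complex incubated with compounds 30 min at room temperature; cefsulodin titration as control.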
CBFb-RUNX1 inh: qHTS Assay for Compounds Blocking the Interaction Between CBF-beta and RUNX1 for the Treatment of Acute Myeloid Leukemia; 230,000 tested, under 10 active; AID 1477, 2009; AlphaScreen CBFb-His/RUNX1-biotin binding, biochemical; Runt-related transcription factor 1 (Homo sapiens) + Core-binding factor subunit beta …; Potency, µM (top dose mostly 59.8 µM), for the others: top-dose activity, negative = inhibition, most hits filed as inhibitors; note: % of control where 0% means no effect
Target sequence (Q01196 whole entry, looked up): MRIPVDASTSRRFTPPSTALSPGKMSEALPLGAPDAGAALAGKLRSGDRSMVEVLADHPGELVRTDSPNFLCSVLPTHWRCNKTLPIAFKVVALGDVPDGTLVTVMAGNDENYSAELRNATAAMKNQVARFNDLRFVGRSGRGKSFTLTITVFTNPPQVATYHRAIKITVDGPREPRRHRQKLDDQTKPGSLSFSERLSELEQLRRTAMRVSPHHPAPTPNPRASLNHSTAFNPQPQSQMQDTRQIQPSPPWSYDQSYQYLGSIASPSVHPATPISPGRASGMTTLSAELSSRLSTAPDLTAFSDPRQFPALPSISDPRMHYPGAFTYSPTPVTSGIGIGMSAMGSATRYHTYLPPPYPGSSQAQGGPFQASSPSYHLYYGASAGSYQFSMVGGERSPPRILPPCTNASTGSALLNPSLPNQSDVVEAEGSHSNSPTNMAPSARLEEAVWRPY
Target sequence (Q13951 whole entry, looked up): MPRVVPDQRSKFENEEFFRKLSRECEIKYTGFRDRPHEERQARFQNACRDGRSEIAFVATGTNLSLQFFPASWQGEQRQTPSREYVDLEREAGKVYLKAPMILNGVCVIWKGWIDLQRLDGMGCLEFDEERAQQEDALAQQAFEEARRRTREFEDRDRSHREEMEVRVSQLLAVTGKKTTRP
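Proteins preincubated together for 20 min at RT before compound addition; 15 min later, nickel and streptavidin beads were added and left 90 min prior to AlphaScreen measurement.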
* hit, by the source's call; ? = inconclusive; nt = not tested or not shown; [ ] = remark or other dose. Calls come from the whole dose curve; as a rule, active = well fitted curve in the direction sought with a large enough effect; inconclusive = small, poorly fitted or top-dose-only effect, or another doubt; inactive = no such curve, though single readings can be large; an effect the other way counts as inactive or inconclusive.

SMILES	IMPase Li inh	NPSR antagonist	Luc counter	Epigenetic derep	HttQ103 aggreg	L3MBTL1 inh	CBFb-RUNX1 inh
COc1ccc(NS(=O)(=O)c2ccc(N3CCCC3)c(NC(=S)Nc3ccc(SC(F)F)cc3)c2)cc1	3%	-19%	0%	-0.9%	-5%	-5%	-11%
CCOc1ccccc1N(CC(=O)Nc1cccnc1)S(C)(=O)=O	20%[38.3 µM]	15%[46.1 µM]	4%	0.0%	4%	nt	1%
Cc1ccc2oc(-c3ccccc3)cc(=O)c2c1	18%	nt	-5%	-0.3%	nt	nt	13%[21.7 µM]
CCOCc1nnc(NC(=O)CSCc2ccccc2)s1	2%[38.3 µM]	5%[46.1 µM]	4%	0.8%	-2%[9.22 µM]	-2%	7%
O=C(NCc1ccccc1)c1ccc(S(=O)(=O)N2CCCC2)cc1	13%[38.3 µM]	-12%[46.1 µM]	-2%	0.5%	7%	nt	-3%
CCn1c(SCc2nc3ccccc3c(=O)[nH]2)nnc1C(C)NC(=O)c1ccccc1 (stereo unspecified)	-13%	1%	-1%	-1.5%	22%	nt	9%
COc1cccc(C(=O)Cn2c(=O)n(CC3CCCO3)c(=O)c3ccccc32)c1 (stereo unspecified)	42%[38.3 µM]	-28%[46.1 µM]	0%	0.8%	-1%	nt	-2%
Cc1cccc(NC(=O)CSc2nnc(NC(=O)CN3CCCCC3)s2)c1	4%	9%	1%	-2.5%	14%	3%	0%
CCSCC1COC(c2cccn2Cc2ccc(C)cc2)=N1 (stereo unspecified)	11%[38.3 µM]	-19%[46.1 µM]	1%	-2.0%	31%	10%	3%
Cc1cccc(N2C(=O)/C(=C\c3ccc(OC(F)F)cc3)c3ccccc3C2=O)c1	0%	?	-2%	2.3%	?	-6%	-7%
Cc1ccccc1C(=O)c1ccc2c(c1)n(C)c(=O)n2C	0%[38.3 µM]	-2%[7.67 µM]	-3%	0.5%	?	3%	-7%
Cc1cc(Cl)ccc1OCc1n[nH]c(=S)n1C1CCCCC1	5%	-6%[46.1 µM]	6%	0.9%	17%	-7%	5%

Some of the entries above, set out differently.
Molecule,IMPase Li inh,NPSR antagonist,Luc counter,Epigenetic derep,HttQ103 aggreg,L3MBTL1 inh,CBFb-RUNX1 inh
CCn1c(SCc2nc3ccccc3c(=O)[nH]2)nnc1C(C)NC(=O)c1ccccc1 (stereo unspecified),-13%,1%,-1%,-1.5%,22%,nt,9%
COc1cccc(C(=O)Cn2c(=O)n(CC3CCCO3)c(=O)c3ccccc32)c1 (stereo unspecified),42%[38.3 µM],-28%[46.1 µM],0%,0.8%,-1%,nt,-2%
Cc1cccc(NC(=O)CSc2nnc(NC(=O)CN3CCCCC3)s2)c1,4%,9%,1%,-2.5%,14%,3%,0%
CCSCC1COC(c2cccn2Cc2ccc(C)cc2)=N1 (stereo unspecified),11%[38.3 µM],-19%[46.1 µM],1%,-2.0%,31%,10%,3%

Later entries:
SMILES	IMPase Li inh	NPSR antagonist	Luc counter	Epigenetic derep	HttQ103 aggreg	L3MBTL1 inh	CBFb-RUNX1 inh
CCOc1ccccc1Nc1nc2ccccc2[nH]1	28%[38.3 µM]	3%[46.1 µM]	-2%	-1.1%	-9%	1%	2%
CCOC(=O)c1cnn(CCOC(=O)c2cccc(F)c2)c1NC(=O)c1cccc(F)c1	10%	10%	1%	-3.2%	6%	-3%	-1%
COc1ccc(-n2c(=O)c3ccccc3n(Cc3cccc(C)c3)c2=O)cc1OC	-4%	-38%	1%	-0.8%	8%	nt	15%
Cc1ccc(-c2cc(-c3ccccc3Cl)c(C#N)c(N)n2)o1	15%[38.3 µM]	-23%[46.1 µM]	-1%	-0.2%	1%	16%	-10%
COC(=O)c1ccccc1Sc1c(/C=N/OCc2ccc(Cl)cc2)c(C(F)(F)F)nn1C	29%[38.3 µM]	?	-4%	0.5%	-26%	nt	19%
Cc1cc(/C=C(\C#N)C(=O)OCC(=O)NC(=O)NC(C)(C)C)c(C)n1CCC(C)C	44%[activator][38.3 µM]	?	-6%	-3.2%	6%	nt	4%
CCC(C)NC(=O)CSc1nc2ccc(N3CCOCC3)cc2c(=O)n1CCc1ccccc1 (stereo unspecified)	13%[38.3 µM]	?	2%	-2.1%	7%	-27%[11.4 µM]	7%
Clc1ccc(C2=Nn3c(nnc3-c3n[nH]c4c3CCC4)SC2)cc1Cl	8%	-16%[46.1 µM]	2%	0.0%	?	-19%	-13%
COc1ccc(C(=O)ON=C2c3ccccc3-c3ccccc32)cc1OC	-4%	25%	0%	-1.6%	3%	38%[activator]	3%
CN(C)CCCNC(=O)c1ccc2[nH]c3ccccc3c2c1	-9%[38.3 µM]	-2%[46.1 µM]	-2%	-0.9%	-4%	-2%	9%
O=C(CCC(=O)N/N=C/c1cc(Cl)cc(Cl)c1O)NCc1ccccc1	-7%	-3%	1%	0.0%	-16%[9.22 µM]	6%	4%
CCOC(=O)C(C(=O)OCC)C(C)C#CCN1CCCCC1 (stereo unspecified)	25%[38.3 µM]	-3%[46.1 µM]	-3%	0.0%	-5%	-4%	8%
CCOc1ccc(/C=N/NC(=S)NC2CC3CC2C2C=CCC32)cc1 (stereo unspecified)	nt	49%	nt	-1.2%	10%[9.22 µM]	-24%	4%
CC(SCC(=O)NC12CC3CC(CC(C3)C1)C2)C(=O)O (stereo unspecified)	0%	-3%	0%	0.0%	7%	3%	-5%
Cc1ccc(CSc2ncnc3c2cnn3-c2ccccc2)cc1	0%	-1%	-3%	-1.1%	2%	6%	0%
CCOc1cc(C(=O)OCC(=O)c2c(C)[nH]c3ccccc23)ccc1OCC(=O)N1CCOCC1	-14%[38.3 µM]	3%[7.67 µM]	1%	?	0%	-4%	6%
O=C(CSc1ccc(Cl)cc1)NCc1ccncc1	7%	12%	2%	-1.7%	0%	nt	6%
Cc1ccc(NC(=O)COC(=O)/C=C/c2c(C)nn(-c3ccc(F)cc3)c2Cl)cc1F	6%	6%	-1%	-1.5%	10%	-2%	-15%
Cn1c(=O)c2c(ncn2CC(=O)N2CCc3ccccc3C2)n(C)c1=O	-2%[38.3 µM]	4%[46.1 µM]	-2%	-1.1%	0%	4%	1%
COC(=O)[C@H](CCSC)NC(=O)NCCc1ccccc1F	18%[38.3 µM]	-7%[46.1 µM]	16%	-1.9%	5%	nt	3%
Nc1nnnn1CC(=O)N/N=C/C=C/c1ccccc1	nt	-1%	nt	-1.1%	2%[9.22 µM]	2%	4%
O=C(NN=C1C2CC3CC(C2)CC1C3)c1cccc(S(=O)(=O)N2CCOCC2)c1	0%	15%	2%	0.0%	-12%	0%	-4%
COc1ccc2nc(C(C)O)[nH]c2c1 (stereo unspecified)	-3%	-6%[46.1 µM]	-1%	-2.3%	-32%	2%	2%
c1ccc(N2CCOCCOCCOCCOCC2)cc1	nt	4%	nt	1.1%	-6%[9.22 µM]	-3%	0%
CC(=N/O)/C(C)=N\NC(=O)c1ccccn1	-1%	22%	?	-2.4%	4%	nt	-6%
COC(=O)c1[nH]c2ccccc2c1NC(=O)CCN1CCSCC1	15%[38.3 µM]	-4%[46.1 µM]	-6%	0.0%	3%	-2%	6%
O=C(c1ccc(Cl)nc1)c1cccs1	nt	5%	nt	2.1%	-10%[9.22 µM]	nt	15%
CC(OC(=O)CCCc1nc2ccccc2s1)C(=O)NC(N)=O (stereo unspecified)	nt	-5%	nt	0.0%	-9%[9.22 µM]	4%	7%
O=C(CCc1nnc(COc2ccccc2)o1)NCCc1cccs1	-2%	-10%	nt	-1.2%	5%[9.22 µM]	11%	5%
O=C(c1ccc(Cl)nc1)N1CCC(Cc2ccccc2)CC1	nt	4%	nt	-3.1%	16%[9.22 µM]	nt	-6%
COC(=O)CCN(C(=O)c1ccc(Cl)c([N+](=O)[O-])c1)c1ccccn1	nt	2%	nt	-3.7%	9%[9.22 µM]	nt	13%
CCn1c(C)nc2cc(C(=O)N/N=C/c3ccccc3C)ccc21	5%	-6%	-4%	-3.0%	23%	14%	-5%
COc1ccc(S(=O)(=O)N2CCNCC2)cc1OC	-8%	27%	1%	1.6%	17%	-9%	-2%
CC1=C(C(=O)Nc2ccccc2)C(c2cccs2)NC(=O)N1 (stereo unspecified)	2%	4%	2%	0.0%	nt	6%	3%
O=C(CSc1ncnc2c1nnn2Cc1ccccc1F)N1CCN(c2ccccc2)CC1	6%	-12%[46.1 µM]	-3%	1.2%	?	-3%	0%
Cc1ccc(S(=O)(=O)c2nc(C(C)(C)C)oc2N2CCOCC2)cc1	10%	4%[46.1 µM]	-1%	-0.9%	2%	-3%	19%
O=C(CSc1cn(CC(=O)N2CCCC2)c2ccccc12)NCC1CCCO1 (stereo unspecified)	-4%	2%	-1%	-2.2%	-2%	-17%	-16%
CCOn1c(=O)c(-c2cc3ccccc3o2)[n+]([O-])c2ccccc21	-1%[38.3 µM]	-24%[46.1 µM]	-1%	0.8%	-2%	8%	18%
Cc1csc2c(SCC(=O)NNC(=O)C(Cl)Cl)ncnc12	nt	34%	nt	1.1%	9%[9.22 µM]	-1%	7%
O/N=C1/CC/C(=N\O)c2nn(-c3ccccc3)nc21	3%[38.3 µM]	-3%[46.1 µM]	?	3.2%	?	0%	2%
CC(C)NC(=O)C1CCCN(S(C)(=O)=O)C1 (stereo unspecified)	-8%	0%[46.1 µM]	3%	-0.9%	6%	-5%	7%
O=C(CSc1oc(-c2ccc(F)cc2)nc1S(=O)(=O)c1ccc(F)cc1)NCC1CCCO1 (stereo unspecified)	-7%	-7%[46.1 µM]	-3%	0.1%	-3%	-3%	-3%
COc1ccc(CCNC(=O)c2c(C)nc3ccccn23)cc1	4%	29%	nt	1.3%	-8%	nt	-3%
COc1ccc2nc(NC3=NC(C(=O)Nc4ccc(C)cc4)CC(=O)N3)nc(C)c2c1 (stereo unspecified)	-1%	13%	-3%	-1.1%	6%	10%	14%
COc1ccc(C2(CNS(=O)(=O)c3ccccc3)CCOCC2)cc1	11%	5%	2%	-0.6%	15%	7%	5%
CCOC(=O)c1ccc(NC(=O)CC2SC(=NC)N(C)C2=O)cc1 (stereo unspecified)	16%[38.3 µM]	-1%[46.1 µM]	1%	0.0%	-9%	6%[11.4 µM]	12%

This is a subset; count on the stated rates, not on these rows.
